Compound activity deposited in PubChem by several laboratories.
aSyn 5UTR inh – MLPCN primary screen, SNCA 5' untranslated region; alpha-synuclein 5'UTR reporter, inhibitor activity; inhibition, % (tested at 7.5 µM); 300,000 tested, 0.82% active; in the data active = inhibition above about 60%;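 note: H4 neuroglioblastoma cells stably carrying SNCA 5'UTR luciferase fusion; 0% = DMSO wells and 100% = positive control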
HIF act – HIF pathway transcriptional activation; U2OS HRE-luciferase reporter, luminescence; normalized: DMSO 0%, desferrioxamine 100%; activation, % at 7.5 µM (by protocol); 300,000 tested, 0.32% active; AID 1910;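 active = mean activation of at least 10% of the iron chelator positive control signal, with at least half of replicates also reaching 10%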
Platelet DG rel – platelet dense granule release activity; inhibition, %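 (compounds screened at 7.5 µM in platelet-rich plasma)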; 300,000 tested, 0.22% active; human platelet-rich plasma, SFLLRN dense granule ATP release, luminescence;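 active = mean replicate score, as percent of positive control, at or above 50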
AI-2 QS modul – modulates the Vibrio harveyi AI-2 quorum sensing system. Vibrio harveyi JMH597 AI-2 luminescence/OD600 ratio, 9 h; active compounds read low; strain lacks LuxN and CqsS sensors; 0 = neutral-control median. activity change, % at 7.5 µM. 300,000 tested, 0.4% active. AID 2094; in the data active = activity change below about -75%, passing the limit was not always enough;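 note: luminescence divided by OD600 gain over 9 h not by final OD600 alone; inactives centre near 13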
HSF-1 act – increases HSF-1 driven luciferase reporter signal. NIH3T3-HGL HSF-1 luciferase reporter, MG132, 8 h; 100% = twice DMSO control signal. activation, % at 9 µM. 300,000 tested, 1.7% active. AID 504408;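 active = mean replicate activation of at least 50% with a set share of replicates each reaching 50%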;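 note: 0% = median of the neutral control wells and 100% = twice that signal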
KLF5 inh – suppresses KLF5 promoter-driven expression | AID 1700 | 290,000 tested, 0.23% active | DLD-1 KLF5 promoter-luciferase reporter, luminescence | inhibition, % at 5 µM;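 active = inhibition above a per-plate limit of that plate's mean compound inhibition plus 3 SD, cut at about 60% in these data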;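 note: 0% = DMSO wells and 100% = LY294002 at 200 µM; higher means less KLF5 promoter-driven luciferase light; inactives centre near -14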
SKKanGAS inh – blocks kanamycin growth of S. pyogenes SKKanGAS strain; AID 1662; BacTiter-Glo, 6 h; 300,000 tested, 1.3% active; inhibition, % at 7.5 µM;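 active = mean replicate score, as percent of positive control median, at least 50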;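 note: strain carries kanamycin resistance gene driven by streptokinase promoter and grows in 40 µg/ml kanamycin; loss of luminescence reflects streptokinase promoter inhibition or plain growth inhibition; 0% = median of DMSO wells and 100% = positive control at its reference dose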
HSF1 inhib – HSF1 inhibition; 300,000 tested, 0.77% active; activity change, negative = inhibition, % at 7.5 µM (by protocol); NIH3T3-HGL HSE-luciferase, MG132-induced, luminescence 8 h; active compounds read low;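 active = more than half of replicate wells show activity change below -50%, luminescence cut by over half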;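 note: luciferase reports HSF-1 transcriptional activity via heat shock element; 0% = median of DMSO wells and -100% = zero luminescence signal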
HSP90 inh – blocks HSP90-mediated luciferase refolding in reticulocyte lysate; 290,000 tested, 0.91% active; inhibition, % at 5.6 µM; Rabbit reticulocyte lysate, luciferase refolding luminescence, 3 h; AID 1789;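 active = inhibition above the screen-wide mean plus 3 SD, computed separately per campaign, cut at about 16% in these data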;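 note: 0% = DMSO wells and 100% = 60 µM geldanamycin wells; inhibitors lower the luminescence because luciferase stays unfolded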
IEC-6 cytotox – counter-screen for KLF5 inhibitors: cytotoxicity in IEC-6 cells; IEC-6 cytotoxicity, luminescence viability; inhibition, % at 5 µM; 290,000 tested, 0.78% active; AID 1825; in the data active = inhibition above about 22%;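 note: 0% = plate median of test compound wells and 100% = cytotoxic reference compound wells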
* = called active by the depositor; · = no result given.

1. CC1(N2CCCCC2)CC2(O)C(=[N+]1[O-])CCC/C2=N\O (configuration not stated)
2. Cc1nn(C)cc1CN1CCCC(C(=O)c2ccc(-c3ccccc3)c(F)c2)C1 (configuration not stated)
3. COc1cc(NC(=O)CSc2nc3[nH]ncc3c(=O)n2-c2ccccc2C)cc(OC)c1OC
4. CC1Cc2cc(S(=O)(=O)N3CCCCC3)ccc2N1C(=O)C1CCC1 (configuration not stated)
5. O=C(NCc1cccs1)C1(S(=O)(=O)c2ccccc2)CC=CC1
6. COc1ccc(C(=O)NCCCNC(=O)c2ccco2)cc1OC
7. N#Cc1c(-c2ccccc2)nc(N2CCCCCC2)[nH]c1=O
8. Cc1ccc(Cn2c(=N)c(S(=O)(=O)c3ccc(C)cc3)cc3c(=O)n4ccccc4nc32)cc1
9. O=C(NCCNCc1ccc(F)cc1)c1ccco1
10. CCCCOC(=O)Nc1cc(OC)c(Cl)cc1OC
compound no.,1,2,3,4,5,6,7,8,9,10
aSyn 5UTR inh,-22,28,-6,10,-3,10,25,17,-7,-17
HIF act,-17,-0.4,-0.1,0.0,0.1,0.2,0.2,-0.5,1.6,0.0
Platelet DG rel,-20,-3,9,0,-1,-9,-2,8,-5,-4
AI-2 QS modul,11,24,-1,12,10,25,8,27,1,11
HSF-1 act,-12,24,-19,4,3,-4,7,7,18,44
KLF5 inh,-10,-24,9,1,-11,-22,-8,-27,-14,0
SKKanGAS inh,1,-14,-2,2,0,4,12,7,6,-3
HSF1 inhib,-5,4,1,-5,3,2,-3,-4,-3,16
HSP90 inh,2,-1,6,-1,-2,-3,1,0,1,1
IEC-6 cytotox,7,1,2,12,1,-2,3,2,0,-1

Results in KLF5 inh, for seven of the compounds above:
| no. | canonical_smiles | KLF5 inh |
| --- | --- | --- |
| 1 | CC1(N2CCCCC2)CC2(O)C(=[N+]1[O-])CCC/C2=N\O (configuration not stated) | -10 |
| 2 | Cc1nn(C)cc1CN1CCCC(C(=O)c2ccc(-c3ccccc3)c(F)c2)C1 (configuration not stated) | -24 |
| 5 | O=C(NCc1cccs1)C1(S(=O)(=O)c2ccccc2)CC=CC1 | -11 |
| 4 | CC1Cc2cc(S(=O)(=O)N3CCCCC3)ccc2N1C(=O)C1CCC1 (configuration not stated) | 1 |
| 3 | COc1cc(NC(=O)CSc2nc3[nH]ncc3c(=O)n2-c2ccccc2C)cc(OC)c1OC | 9 |
| 8 | Cc1ccc(Cn2c(=N)c(S(=O)(=O)c3ccc(C)cc3)cc3c(=O)n4ccccc4nc32)cc1 | -27 |
| 9 | O=C(NCCNCc1ccc(F)cc1)c1ccco1 | -14 |

As entered above:
SKKanGAS inh result of Cc1ccc(Cn2c(=N)c(S(=O)(=O)c3ccc(C)cc3)cc3c(=O)n4ccccc4nc32)cc1 : 7
KLF5 inh result of O=C(NCc1cccs1)C1(S(=O)(=O)c2ccccc2)CC=CC1 : -11

Continued:
11. Cc1cccc(NC(=O)Nc2ccccc2[N+](=O)[O-])n1
12. C=CCSC1=C(C#N)C(c2ccc(C(C)C)cc2)CC(=O)N1 (configuration not stated)
13. CCCNC(=O)c1onc(CSc2ccc(F)cc2)c1C(=O)NC(C)C
14. COC(CNC(=O)CCc1c(C)nc2c(-c3ccccc3)c(C)nn2c1C)OC
15. CCCNC(=O)COC(=O)c1ccc(S(=O)(=O)N2CCCC2)cc1
16. COc1ccc(C(CC(=O)O)NC(=O)C(c2ccccc2)c2ccccc2)cc1 (configuration not stated)
17. O=[N+]([O-])c1cc(-c2nc(-c3ccncc3)no2)ccc1Cl
18. CC1Sc2ccc(S(=O)(=O)N3CCC(C(=O)N4CCN(C)CC4)CC3)cc2NC1=O (configuration not stated)
19. CC(C)Cn1c2nc3ccccc3nc2c2c(=O)n(CCN3CCOCC3)cnc21
20. CCSc1nnc(-c2cccnc2)n1Cc1ccco1
compound no.,11,12,13,14,15,16,17,18,19,20
aSyn 5UTR inh,-41,15,22,-1,-7,2,-79,8,15,·
HIF act,0.4,0.2,0.1,-0.1,-0.9,0.8,-1.0,-0.1,-0.5,·
Platelet DG rel,8,13,-3,-2,1,-6,2,1,8,2
AI-2 QS modul,13,17,28,5,15,19,24,31,17,16
HSF-1 act,33,2,0,-1,3,-13,-16,7,4,·
KLF5 inh,-111,-15,·,-33,14,-6,20,-6,1,-23
SKKanGAS inh,-1,11,-3,6,-4,0,-7,5,12,-2
HSF1 inhib,24,5,9,-1,-4,-2,-14,0,-11,·
HSP90 inh,-4,-1,·,1,3,-3,3,2,3,-1
IEC-6 cytotox,2,3,·,6,1,0,7,10,3,-6

21. CN(c1cccc(NC(=O)COc2ccc(Cl)cc2Cl)c1)S(C)(=O)=O
22. Cc1cc(=O)c(C(=O)O)nn1-c1ccc(Cl)cc1
23. COc1ccccc1NC(=O)c1ccc(N2CC3CC(C2)c2cccc(=O)n2C3)c(NC(=O)c2cccnc2)c1 (configuration not stated)
24. COc1cc(/C=N/O)ccc1Oc1ccc([N+](=O)[O-])cc1[N+](=O)[O-]
25. CC1CCCC(C)N1CCCNC(=O)CN1C(=O)COc2ccc(S(=O)(=O)N3CCOCC3)cc21 (configuration not stated)
26. Cc1ccc(CNC(=O)C2CCCN(S(=O)(=O)c3cccnc3)C2)cc1 (configuration not stated)
27. CCOc1ccc(C(=O)Nc2ccc(NC(=O)c3ccccc3)c(C)c2)cc1[N+](=O)[O-]
28. Cc1cccc(N2C(=O)N3[C@H](c4ccc(F)cc4)[C@@H]4C(=O)N(C5CCCCC5)C(=O)[C@@H]4[C@]3(Cc3ccccc3)C2=O)c1
29. CCOc1ccccc1OCC(O)CNC (configuration not stated)
30. CCN(CC(=O)Nc1c(F)cccc1F)C(=O)CNC(=O)c1cccc(C)c1
compound no.,21,22,23,24,25,26,27,28,29,30
aSyn 5UTR inh,-131,1,-16,7,-1,1,0,-57,5,-5
HIF act,2.3,-0.4,-0.1,0.3,0.0,0.5,-17,-0.1,0.2,-0.2
Platelet DG rel,-5,-11,-5,-5,5,4,-4,6,10,·
AI-2 QS modul,31,22,15,7,·,8,26,6,-3,5
HSF-1 act,15,14,18,10,-3,-5,-12,-3,9,21
KLF5 inh,-36,-21,-5,7,-22,-26,-16,-12,-4,-27
SKKanGAS inh,-10,-5,1,0,-2,-1,7,0,1,-2
HSF1 inhib,11,0,7,10,-2,-1,-4,-1,11,-10
HSP90 inh,1,-3,6,-1,-5,-1,-2,1,-2,13
IEC-6 cytotox,-3,0,2,-6,1,-3,2,-6,-4,-2

31. COc1cccc(CNC(=O)C(NS(=O)(=O)c2ccc3c(c2)CCN3C(C)=O)C(C)C)c1 (configuration not stated)
32. COC(=O)C(NC(=O)c1ccccc1)=C(C)C
33. Cc1cc(Cl)ccc1C(=O)C1CCCN(C(=O)c2cnn(C(C)C)c2)C1 (configuration not stated)
34. Cc1ccc(-c2csc3ncnc(SCc4ccc(C(=O)O)cc4)c23)cc1
35. C/C(=N\Nc1nc2c(s1)CCCC2)c1ccccc1
36. O=C(O)CC(NC(=O)OCc1ccccc1)c1ccc(Br)cc1 (configuration not stated)
37. COc1cccc(C(=O)N2CCN(C(=O)c3cccc(F)c3)CC2)c1
38. CCOC(=O)c1c(C)[nH]c(C(=O)COC(=O)CNC(=O)c2ccc(Cl)cc2)c1C
39. COc1cccc(N2[C@@H](CC(C)=O)c3ccccc3S2(=O)=O)c1
40. O=C(Nc1ccc(F)cc1F)NC1CCN(Cc2c(F)cccc2Cl)CC1
compound no.,31,32,33,34,35,36,37,38,39,40
aSyn 5UTR inh,-32,14,18,13,-178,1,17,28,12,14
HIF act,0.5,-0.6,-0.6,-0.3,2.4,0.3,-2.8,0.4,-0.7,-0.1
Platelet DG rel,2,-3,0,6,0,-2,1,0,-3,8
AI-2 QS modul,16,4,13,92,4,4,11,4,17,23
HSF-1 act,15,-19,18,-18,19,3,12,8,-10,-10
KLF5 inh,-27,8,-7,-11,13,-45,-5,19,·,-10
SKKanGAS inh,-4,-1,4,19,29,-8,1,31,5,0
HSF1 inhib,1,-5,11,-6,-4,-3,-2,-2,-1,-5
HSP90 inh,-2,1,-5,-2,16*,3,3,0,·,-5
IEC-6 cytotox,-3,0,2,-14,-2,2,-6,-2,·,-6

41. Cc1ccccc1OCC(O)CN1CCCCC1 (configuration not stated)
42. O=C1C2C3CC(C(Br)C3Br)C2C(=O)N1c1nccs1 (configuration not stated)
43. CC(C)CCNC(=O)c1cc(S(=O)(=O)N2CCCCC2)ccc1N1CCOCC1
44. CC(C)(C)c1ccc(/C=N/n2cnnc2)cc1
45. COc1ccc(/C(N)=N/OC(=O)CCC2CCCC2)cc1OC
46. O=C(Nn1cnc2ccccc2c1=O)c1ccccc1Cl
47. N#CC1=C2SCN(Cc3ccco3)CN2C(=O)CC1c1cccc2ccccc12 (configuration not stated)
48. O=C(CSc1oc(-c2ccco2)nc1S(=O)(=O)c1ccccc1)NCC1CCCO1 (configuration not stated)
49. CN1C(=S)NC(C)(C)CC1(C)c1ccc(O)cc1O (configuration not stated)
50. CCOC(=O)c1c(-c2ccccc2)csc1NC(=O)C(C)NCc1ccco1 (configuration not stated)
compound no.,41,42,43,44,45,46,47,48,49,50
aSyn 5UTR inh,-5,-20,-18,9,-20,-27,7,5,-16,34
HIF act,0.3,-0.7,0.1,0.2,0.7,0.8,0.1,0.2,-0.3,0.1
Platelet DG rel,-3,-15,0,-9,-1,0,2,4,-19,-2
AI-2 QS modul,16,16,12,-6,20,-4,5,17,8,11
HSF-1 act,20,0,8,-12,10,-11,30,19,-4,21
KLF5 inh,6,·,3,-27,-40,-33,-20,-14,2,1
SKKanGAS inh,9,0,-5,-2,2,4,19,5,-5,-21
HSF1 inhib,-2,-4,-2,-3,10,5,11,6,0,3
HSP90 inh,2,·,-1,11,0,-4,4,-3,-8,2
IEC-6 cytotox,8,·,-6,4,-1,0,6,-2,-2,-1

51. CCc1ccccc1Nc1nc2ccccc2n1C(C)C
52. CCOC(=O)C1=C(CBr)NC(=O)NC1C (configuration not stated)
53. CC(OC(=O)/C=C/c1cccc(Cl)c1)C(=O)NC1CCCCC1C (configuration not stated)
54. FC(F)(F)c1cccc(OCCN2CCN(Cc3ccccc3)CC2)c1
55. O=C(Cc1ccc(F)cc1)Nc1nc(-c2ccc(F)c(F)c2)cs1
56. O=C(O)/C=C\C(=O)Nc1ccc(F)c(F)c1F
compound no.,51,52,53,54,55,56
aSyn 5UTR inh,12,6,-1,16,-47,10
HIF act,-0.3,0.1,-0.1,0.0,-0.2,-0.1
Platelet DG rel,6,-2,3,11,-7,-1
AI-2 QS modul,7,22,·,4,-20,14
HSF-1 act,6,-7,-16,-10,-3,21
KLF5 inh,-2,-8,·,-12,-57,-9
SKKanGAS inh,-3,-1,-1,-3,19,-2
HSF1 inhib,6,0,-8,-1,-5,5
HSP90 inh,2,-2,·,6,4,6
IEC-6 cytotox,-3,0,·,8,4,-4
